AID inhibitor: activation induced cytidine deaminase inhibition; Q9GZX7; AID deamination FRET fluorescence, UDG-coupled, 4 h; Potency, µM (titrated, usually from 115 µM), inactives show at the top dose activity change, negative = inhibition, hits mostly inhibitors; 0.32% of 91,000 active; AID 1347428; note: nearly all actives have a fitted effect of over 25% in size
Target sequence (Q9GZX7 whole entry, looked up): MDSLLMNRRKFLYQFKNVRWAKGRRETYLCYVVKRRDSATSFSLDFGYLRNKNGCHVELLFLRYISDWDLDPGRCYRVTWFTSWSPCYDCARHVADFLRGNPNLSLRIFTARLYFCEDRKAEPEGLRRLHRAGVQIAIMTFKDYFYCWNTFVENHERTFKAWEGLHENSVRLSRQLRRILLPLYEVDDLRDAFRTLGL
UDG counterscr: blocks uracil-DNA glycosylase in AID counter-screen; FRET deamination/UDG coupled assay, UDG read, 4 h; Potency, µM (series often up to 115 µM), for the others: top-dose activity change, negative = inhibition, usual class: inhibitors; 0.14% of 91,000 active; AID 1347430; note: nearly all actives have a fitted effect of over 65% in size
* hit, by the source's call; ? = inconclusive; [ ] = dose if it differs, or a comment. Calls come from the whole dose curve; as a rule, active = well fitted curve in the direction sought with a large enough effect; inconclusive = small, poorly fitted or top-dose-only effect, or another doubt; inactive = no such curve, though single readings can be large; an effect the other way counts as inactive or inconclusive. % is set by controls: 0 for no effect and ±100 for the full control effect; potency is the fitted concentration of half-maximal effect.

(1) CCc1ccc(S(=O)(=O)c2nnn3c2nc(Nc2cc(OC)ccc2OC)c2sccc23)cc1
(2) Cc1cccc(N/C=C/C(=O)c2ccc([N+](=O)[O-])cc2)c1
(3) Cc1cccc(OCc2ccc(-c3nc(C#N)c(N4CCN(c5ccccc5)CC4)o3)o2)c1
(4) Cc1nc2c(C(=O)NCc3ccccc3Cl)cnn2c(C)c1Cc1ccccc1
(5) CC(C)(C)OC(=O)N1CCC(c2c(C(=O)N3CCN(c4ccc(Cl)cc4)CC3)cnn2-c2ccc(F)cc2F)CC1
(6) CCOC(=O)c1ccc2ncc(C(=O)OCC)c(NCCCOC(=O)C(C)(C)C)c2c1
assay / compound,1,2,3,4,5,6
AID inhibitor,63.2%[activator],15.6%,8.3%,-18.4%,-13.7%,-10.8%
UDG counterscr,24.3%,6.8%,-12.3%,47.4%[activator],37.2%[activator],-8.1%

(7) Cc1cnc(NC(=O)Cn2ccc3ccc(Br)cc32)s1
(8) NNCCc1ccccc1
(9) CC(=O)c1ccc(Nc2nc3c(S(=O)(=O)c4ccccc4)nnn3c3ccc(Cl)cc23)cc1
(10) O=C1CCc2cc(S(=O)(=O)NCc3ccc(F)cc3)cc3c2N1CC3
(11) COC(=O)c1ccc(Nc2cc(C)nc3ccccc23)cc1
(12) CC(=O)c1ccc(OCCOc2ccccc2Cl)cc1
assay / compound,7,8,9,10,11,12
AID inhibitor,-4.6%,44.7µM*,25.0%,-9.7%,3.5%,-0.8%
UDG counterscr,1.1%,31.6µM*,-6.4%,-7.7%,2.4%,-10.7%

Already shown: entries from further up.
(10) O=C1CCc2cc(S(=O)(=O)NCc3ccc(F)cc3)cc3c2N1CC3
(11) COC(=O)c1ccc(Nc2cc(C)nc3ccccc23)cc1
(12) CC(=O)c1ccc(OCCOc2ccccc2Cl)cc1
assay / compound,10,11,12
AID inhibitor,-9.7%,3.5%,-0.8%
UDG counterscr,-7.7%,2.4%,-10.7%

(further entries)
(13) COc1ccc(OCCNC(=O)c2cnc3ccccc3n2)cc1
(14) C/C(=N/NC(=O)CC#N)c1ccc(C)cc1C
(15) NC(=O)c1ccc(COC(=O)c2cc(S(N)(=O)=O)ccc2Cl)cc1
(16) COc1ccc2cc(S(=O)(=O)N3CCCC3)c(=O)oc2c1
(17) CCc1ccc(S(=O)(=O)Nc2cccc(-c3ccc(OC)nn3)c2)s1
(18) CC(C)(C)C(CN1CCCC1)OC(=O)c1ccccc1 (centres undefined)
assay / compound,13,14,15,16,17,18
AID inhibitor,27.4%,6.2%,-2.0%,3.3%,6.9%,-8.1%
UDG counterscr,5.3%,-3.4%,2.9%,2.2%,2.6%,-4.7%

Printed as active in AID inhibitor (from the list above):
No. | mol | AID inhibitor
8 | NNCCc1ccccc1 | 44.7µM*

(further entries)
(19) Cc1ccccc1NC(=O)c1c(NC(=O)c2ccccc2)sc2c1CCC2
(20) O=C(NNC(=O)C1CCC(c2ccccc2)CC1)c1ccccc1Cl (centres undefined)
(21) S=C(NCc1ccc(Cl)cc1)C1CCCCC1
(22) CCOc1cc(/C=C2/NC(=O)NC2=O)cc(I)c1OCc1ccc(C(=O)O)cc1
(23) O=C(NC1CC1)c1cn(-c2ccccc2)nc1-c1cccnc1
(24) CCCn1c(=O)c2sccc2n2c(CCCC(=O)N3CCN(c4ccccc4OC)CC3)nnc12
assay / compound,19,20,21,22,23,24
AID inhibitor,2.1%,7.0%,-10.1%,-8.8%,0.9%,-2.9%
UDG counterscr,34.6%[activator],5.6%,-7.8%,-2.3%,-1.7%,6.4%

(25) Cc1c(NC(=O)Nc2ccc(C#N)cc2)c(=O)n(-c2ccccc2)n1C
(26) Brc1ccc(-c2noc(C34CC5CC(CC(C5)C3)C4)n2)cc1
(27) COC(=O)c1cc(S(=O)(=O)N2CCN(c3cccc(C)c3)C(C)C2)cn1C (centres undefined)
(28) O=C(Nc1cccc(C(=O)O)c1O)c1ccco1
(29) Cc1ccc(-n2nc(CO)c(C(=O)NCCC(C)C)n2)cc1C
(30) COc1ccccc1NC(=O)CC1C=CCC1 (centres undefined)
assay / compound,25,26,27,28,29,30
AID inhibitor,26.5%,-1.1%,-1.8%,3.3%,-1.3%,-4.9%
UDG counterscr,-2.3%,-6.2%,1.0%,-12.5%,4.1%[57.5 µM],-3.6%

(31) CSc1ccc(CCNC(=O)c2ccc(CS(=O)(=O)c3ccc(Br)cc3)o2)cc1
(32) CC(=O)c1ccc(NC(=O)c2cc(-c3ccccn3)nc3ccccc23)cc1
(33) Cc1ccsc1CN(C)Cc1ccccc1
(34) COc1ccc(-c2noc(-c3ccc(NC(C)c4ccccc4)c([N+](=O)[O-])c3)n2)cc1OC (centres undefined)
(35) CN(C(=O)COC(=O)c1cc2ccccc2oc1=O)C1CCCCC1
(36) Cc1cc(Cl)ccc1OC(C)c1nc(-c2ccc(Br)o2)no1 (centres undefined)
assay / compound,31,32,33,34,35,36
AID inhibitor,?,4.9%,-2.8%,-5.4%,-3.3%,-4.7%
UDG counterscr,-7.9%,0.2%,4.1%,10.3%,-4.3%,-5.0%

(37) CC(C)Sc1ccccc1C(N)=O
(38) CCc1ccc(/C(C)=N/NC(=O)c2ccccc2C)s1
(39) CCc1ccccc1NC(=O)CN1CCN(Cc2csc(-c3ccc(Cl)cc3)n2)CC1
(40) Cn1c2ccccc2c2cnn(CC(=O)N3CCN(c4cccc(C(F)(F)F)c4)CC3)c(=O)c21
(41) NC(=O)Nc1ccc([N+](=O)[O-])cc1
(42) O=C(c1cc2ccccc2[nH]1)N1CCN(C(=O)C2CC2)CC1
assay / compound,37,38,39,40,41,42
AID inhibitor,-0.1%,-0.5%,-26.9%,-6.3%,4.7%,-4.4%
UDG counterscr,-8.2%,0.3%,-13.1%,-17.0%[57.5 µM],5.6%,2.8%

(43) Cc1cccc2cc(CN(C(=O)c3cccc(Cl)c3)c3ccccc3)c(=O)[nH]c12
(44) O=C(CCn1c(=O)c2cccn2c2ccc(F)cc21)NCCc1ccccc1
(45) O=C(NCCc1cccnc1)c1ccc2ccccc2c1
(46) C/C(=N/Nc1c(F)c(F)nc(F)c1F)c1ccc(Cl)c([N+](=O)[O-])c1
(47) Cc1ccc2c(=O)c(C(=O)c3ccccc3)cn(CC(=O)Nc3ccccc3C)c2n1
(48) COc1cc(NC(=O)CCn2cnc3ccccc3c2=O)cc(OC)c1
assay / compound,43,44,45,46,47,48
AID inhibitor,0.4%,7.3%,-7.0%,4.5%,-17.6%,5.0%
UDG counterscr,-12.4%,-2.6%[57.5 µM],-1.3%,0.0%,4.9%,-12.4%

(49) COC(=O)c1ccc(CNC(=O)c2ccc(F)cc2)cc1
(50) Cc1ccc(C)c(N2CCN(C(=O)C3CCN(C(=O)c4cc5sccc5n4C)CC3)CC2)c1
(51) O=C(c1cc(-c2ccc(Cl)cc2)on1)N(Cc1ccc(F)cc1)Cc1ccco1
(52) O=C(O)CCn1cnc2onc(-c3cc(F)cc(F)c3)c2c1=O
(53) Cc1c(Cl)cccc1NC(=O)C(=O)NCCc1csc2nc(-c3ccccc3F)nn12
(54) O=C(NCCCc1nc2ccccc2n1Cc1cccc(Cl)c1)C1CCCCC1
assay / compound,49,50,51,52,53,54
AID inhibitor,-6.3%,?,-1.5%,3.4%,23.1%,-20.0%
UDG counterscr,5.2%,?,-17.6%,13.1%,-12.3%,-16.0%

(55) CCOc1ccc(NC(=O)c2cc3cc(C)ccc3n2C)cc1
(56) O=S(=O)(Nc1cccc2c1CCCC2)c1ccc(F)c(F)c1
(57) CCN1C(=O)c2ccccc2S(=O)(=O)c2ccc(C(=O)NCc3ccccc3Cl)cc21
(58) COCCCNc1nc2c(c(=O)n(Cc3ccc(F)cc3)c(=O)n2C)n1C
(59) COC(=O)COc1ccc2ccc(=O)oc2c1
(60) Cc1cc(C)c2c(CC(=O)Nc3c(C(=O)c4ccc(F)cc4)oc4ccccc34)coc2c1
assay / compound,55,56,57,58,59,60
AID inhibitor,2.4%,-5.4%,-10.2%,-12.1%,23.4%,1.9%
UDG counterscr,8.2%,-4.2%,-1.7%,-26.1%,-2.3%,14.9%

Taken from above.
entry 17 – UDG counterscr = 2.6%
entry 52 – AID inhibitor = 3.4%
entry 29 – AID inhibitor = -1.3%

Other entries.
(61) O=C1c2ccccc2NC(c2csc(-c3ccc(Cl)cc3)n2)N1Cc1ccco1 (centres undefined)
(62) CC1=C2C(=O)CC(C)CC2=Nc2ccccc2N1 (centres undefined)
(63) COc1cccc(Cn2c(CNS(=O)(=O)c3ccc(C(C)(C)C)cc3)nc3cccnc32)c1
(64) COc1ccccc1Nc1nc(N)nc(CN2CCCCC2)n1
(65) NC(=S)N/N=C/c1ccc(C2C=CCC2)s1 (centres undefined)
(66) CCOC(=O)NC(C(=O)NCCc1ccccc1)C(C)C (centres undefined)
assay / compound,61,62,63,64,65,66
AID inhibitor,-12.3%,19.7%,79.2%[activator],3.2%,58.8%[activator],-8.9%
UDG counterscr,-0.4%,-4.4%,-2.7%,7.6%,-4.0%,-1.1%

(67) CSCC(=O)NCc1sccc1C
(68) O=C(CN1C(=O)COc2ccc(S(=O)(=O)N3CCCCC3)cc21)NCCc1ccc(Cl)cc1
(69) O=C(CC1Sc2ccc(C(F)(F)F)cc2NC1=O)NOC1CCCCO1 (centres undefined)
(70) Cc1ccccc1CCNCc1c(C(=O)O)c(C)n(Cc2c(F)cccc2Cl)c1C
(71) Cn1nc(C(=O)N2CCN(c3ccccc3F)CC2)c2c1-c1ccccc1S(=O)(=O)C2
(72) Cc1cc(C)cc(NC(=O)C(=O)NCCc2sc(-c3cccc(F)c3)nc2C)c1
assay / compound,67,68,69,70,71,72
AID inhibitor,-5.6%,-8.8%,3.2%,-16.7%,80.4%[activator],32.3%[activator]
UDG counterscr,-9.5%,-0.6%[57.5 µM],5.5%,-5.5%,-6.3%,28.9%

(73) COc1ccccc1C(C)NC(=O)CSC(C)c1ccccc1 (centres undefined)
(74) Cc1ccc(-c2nc(-c3cc4cccc(OCc5cccc(C)c5)c4oc3=O)no2)cc1
(75) COc1cccc(-c2[nH]nc3c2C(c2ccc(O)cc2)C(C#N)=C(N)O3)c1 (centres undefined)
(76) Cc1ccc(NC(=O)COc2ccc3oc4c(c3c2)CCCC4)c(C)c1
(77) Cc1ccc(-c2nc3ccccc3o2)cc1NC(=O)c1cccc2c(Cl)cccc12
(78) Cn1c(=O)c2c(ncn2CCCC(=O)Nc2ccc(I)cc2)n(C)c1=O
assay / compound,73,74,75,76,77,78
AID inhibitor,-3.4%,102.0%[activator],6.3%,-5.8%,-5.1%,-6.2%
UDG counterscr,6.5%,-4.8%,1.4%,8.6%,-8.1%,-0.8%

Reprinted at random: 2 compounds from above
(30) COc1ccccc1NC(=O)CC1C=CCC1 (centres undefined)
(22) CCOc1cc(/C=C2/NC(=O)NC2=O)cc(I)c1OCc1ccc(C(=O)O)cc1
assay / compound,30,22
AID inhibitor,-4.9%,-8.8%
UDG counterscr,-3.6%,-2.3%

More results:
(79) Cc1ccc(CCNC(=O)CN(c2ccc(C)cc2)S(=O)(=O)c2c(C)noc2C)cc1
(80) CCCCCCCNC(=O)CCC(=O)NCCCOCCCC
(81) Cc1cccc(Cn2cnc3c(oc4ccccc43)c2=O)c1
(82) CCc1ccc(CNC(=O)c2nn(-c3ccc(C)c(C)c3)nc2CO)cc1
(83) CCc1ccc(/C=C/C(=O)NCc2ccco2)o1
(84) OCC1(CO)CCCC12COC(c1ccccc1)OC2 (centres undefined)
assay / compound,79,80,81,82,83,84
AID inhibitor,-3.8%,5.5%,2.8%,3.5%,-2.5%,-5.8%
UDG counterscr,-7.0%,3.2%,1.8%,-2.7%[57.5 µM],-0.5%,-8.0%

(85) COc1ccc(CNC(=O)c2nn(C)c3c2CSc2ccccc2-3)cc1
(86) CCOc1ccc(N/C=C/C(=O)c2ccc(C)cc2)cc1
(87) Cc1ccc(Cl)cc1NC(=O)C1CC(=O)N(C2CCCCC2)C1 (centres undefined)
(88) CCOc1ccc(CCNC(=O)CCc2cn(Cc3ccc(C)cc3)c3ccccc23)cc1
(89) CC(NC(=O)C1CCCc2ccccc21)c1cccc(Cl)c1 (centres undefined)
(90) CC[N+](CC)(CC#Cc1ccccc1)CC(=O)C(C)(C)C
assay / compound,85,86,87,88,89,90
AID inhibitor,?,-4.5%,3.0%,?,-11.8%,-9.1%
UDG counterscr,-5.9%[57.5 µM],1.8%,2.4%,-9.6%,-7.1%,-5.0%

(91) O=C1CCC(N2C(=O)c3ccccc3C2=O)C(=O)N1 (centres undefined)
(92) CN(CC(=O)Nc1ccc(Cl)cc1)Cc1ncc(-c2ccc(F)cc2)o1
(93) OCC1CCN(CCCOCCc2ccccc2)CC1
(94) COc1cc(/C=C(\C#N)C(=O)c2ccccc2)ccc1OCc1ccccc1
assay / compound,91,92,93,94
AID inhibitor,1.2%,-2.1%,-13.1%,?
UDG counterscr,-8.6%,-7.3%,-4.9%,-13.7%

Bioassay records (PubChem BioAssay)

An excerpt. The share of hits here may be higher or lower than overall.
